CHOP inh – inhibitors of CHOP induction in ER stress response. inhibition, % at 10 µM. CHO-K1 CHOP-promoter luciferase, tunicamycin-induced, 15-18 h. AID 2732. actives 3.8% (n = 220,000);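 active = compounds that reduced the stress-induced luciferase reporter signal by more than about 70% of percent inhibition, limit read from the data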;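 note: 0% = tunicamycin plus vehicle and 100% = wells without tunicamycin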
NPY-Y1 antag – antagonists of human neuropeptide Y receptor Y1. inhibition, % at 3.6 µM. P25929. actives 1% (n = 200,000). AID 1040. HEK293-CNG Y1 cells, membrane potential fluorescence; NPY at EC95, then isoproterenol;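 active = inhibition above the campaign mean inhibition of all tested compounds plus 3 SD, cut at about 20% in these data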;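 note: 0% = DMSO wells given NPY plus isoproterenol and 100% = isoproterenol alone without NPY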
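System: HEK293 cells with Y1 receptor plus CNG channel / Probe or stimulus: NPY 25 nM then isoproterenol 1 µM plus Ro 20-1724 25 µM / Compound: one concentration, 3.6 µM, in 0.4% DMSO / Schedule: compound incubation 1 h at room temperature, readout 45 min post-stimulation / Measured by: membrane potential fluorescence / Read-out: % inhibition of NPY effect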
NPY-Y2 PAM-ag – potentiators or agonists of human neuropeptide Y receptor Y2; activation, % at 3.6 µM; actives 0.45% (n = 220,000); AID 1359; cells expressing NPY-Y2, potentiator/agonist read-out; in the data active = activation above about 27%;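 note: cells stimulated with NPY near EC25 plus isoproterenol at EC100; 0% = vehicle plus submaximal agonist and 100% = vehicle plus saturating agonist; some results beyond the cut were filed as inactive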
Target sequence (P49146 whole entry, looked up): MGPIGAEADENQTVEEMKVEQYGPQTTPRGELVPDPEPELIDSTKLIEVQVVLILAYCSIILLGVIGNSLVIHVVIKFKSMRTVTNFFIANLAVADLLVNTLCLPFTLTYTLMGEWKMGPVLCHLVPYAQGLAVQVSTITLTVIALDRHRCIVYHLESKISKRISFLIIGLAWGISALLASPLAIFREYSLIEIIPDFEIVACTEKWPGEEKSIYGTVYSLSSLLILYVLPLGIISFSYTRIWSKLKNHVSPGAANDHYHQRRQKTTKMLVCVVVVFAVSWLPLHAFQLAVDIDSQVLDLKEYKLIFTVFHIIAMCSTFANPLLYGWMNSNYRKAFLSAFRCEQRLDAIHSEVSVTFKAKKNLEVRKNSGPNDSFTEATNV
EP2 modulator – EP2 receptor (human) modulation; induction, % at 25 µM; actives 0.83% (n = 260,000); P43116; EP2-expressing cells, cAMP HTRF FRET, PGE2 co-stimulation; AID 940;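 active = compounds whose cAMP rise, as percent of the full-agonist control response, exceeds 60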;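 note: rat C6 glioma line stably carrying human EP2 under a CMV promoter; the protocol text gives 20 µM as final concentration; 100% = response of wells given 1 µM PGE2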
Target sequence (P43116 whole entry, looked up): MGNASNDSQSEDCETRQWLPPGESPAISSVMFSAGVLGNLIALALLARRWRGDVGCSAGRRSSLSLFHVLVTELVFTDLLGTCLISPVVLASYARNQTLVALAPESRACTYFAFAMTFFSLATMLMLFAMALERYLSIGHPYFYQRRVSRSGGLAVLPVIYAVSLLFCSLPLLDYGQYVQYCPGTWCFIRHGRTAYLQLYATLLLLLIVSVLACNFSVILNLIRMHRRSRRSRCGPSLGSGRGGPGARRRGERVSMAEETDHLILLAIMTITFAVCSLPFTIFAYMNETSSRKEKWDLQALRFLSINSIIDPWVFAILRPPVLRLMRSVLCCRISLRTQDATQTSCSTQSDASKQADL
TRPML3 ag – activates the human TRPML3 channel | HEK293 TRPML3-YFP, Fluo-8 calcium fluorescence; 100% = the carbachol control signal | AID 1448 | Q8TDD5 | activation, % at 3 µM | actives 0.29% (n = 220,000);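 active = activation above its plate's cutoff, the mean activation of the plate's test wells plus 3 SD, cut at about 12% in these data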;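 note: 0% = DMSO only wells and 100% = carbachol wells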
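Test system – HEK293 line with stable expression of human TRPML3-YFP channel · Control set – carbachol 87 µM final as high control (100%), DMSO as low control (0%) · Signal – Fluo-8 calcium dye fluorescence, ex 470-495, em 515-575 nm · Incubation – 1-h 37 °C dye load, 5-s basal, 120-s post-compound reads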
TRPN1 ag – activates the zebrafish TRPN1 channel; HEK293 zebrafish TRPN1-YFP, Fluo-8 calcium fluorescence; 100% = response to 87 µM carbachol; activation, % at 3 µM; actives 0.18% (n = 220,000);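 active = activation above its plate's cutoff, the mean activation of test wells on that plate plus 3 SD, cut at about 19% in these data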;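 note: 0% = DMSO alone and 100% = 87 µM carbachol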
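Material – zebrafish TRPN1-YFP in HEK293 cells · Doses – 3 µM single point · Schedule – dye 1 h 37 °C plus 30 min RT · Signal – Fluo-8 calcium fluorescence, excitation 470-495 nm, emission 515-575 nm · Read-out – % activation versus carbachol response · Control set – carbachol high, DMSO low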
S1P4 antagonist – human S1P4 receptor antagonism; S1P4-expressing cells, antagonist mode, reporter read-out; inhibition, % at 4.98 µM; actives 0.26% (n = 220,000); AID 1510; in the data active = inhibition above about 29%;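 note: 0% = wells stimulated with agonist and 100% = vehicle wells without agonist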
Target sequence (O95977 whole entry, looked up): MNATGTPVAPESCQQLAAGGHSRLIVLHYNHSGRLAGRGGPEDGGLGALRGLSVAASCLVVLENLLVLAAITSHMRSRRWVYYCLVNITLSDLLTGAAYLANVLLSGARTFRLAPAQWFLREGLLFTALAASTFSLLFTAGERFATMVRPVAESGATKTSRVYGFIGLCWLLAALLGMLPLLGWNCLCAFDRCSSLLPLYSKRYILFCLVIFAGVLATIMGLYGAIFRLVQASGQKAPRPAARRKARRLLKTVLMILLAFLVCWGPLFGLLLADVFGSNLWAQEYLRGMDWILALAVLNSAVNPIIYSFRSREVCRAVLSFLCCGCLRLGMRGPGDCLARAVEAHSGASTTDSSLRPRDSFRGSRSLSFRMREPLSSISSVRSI
S1P4 ag – activates the human S1P4 receptor; O95977; S1P4-expressing cell line, agonist reporter assay; activation, % at 4.98 µM; actives 0.35% (n = 220,000); AID 1509; in the data active = activation above about 11%;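 note: 0% = DMSO vehicle and 100% = reference agonist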
NPY-Y1 PAM-ag – potentiates or activates human NPY-Y1 receptor; NPY-Y1 expressing cells, potentiator/agonist activation; AID 1304; actives 0.37% (n = 220,000); P25929; activation, % at 3.6 µM; in the data active = activation above about 33%, passing the limit was not always enough;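 note: cells stimulated with NPY at EC10 then isoproterenol at EC100; 0% = low agonist plus stimulus and 100% = saturating agonist plus stimulus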
Numbers without * were called inactive; & = joins results of further samples.

C=CCN1C(=O)C2C(C(=O)NCc3ccccc3)C3C=CC2(O3)C1C(=O)NC(C)(C)C (stereo not given) was read as CHOP inh 11, NPY-Y1 antag -3, NPY-Y2 PAM-ag -8, EP2 modulator 20&-25, TRPML3 ag 0.8, TRPN1 ag 0.9, S1P4 antagonist 2, S1P4 ag 0.6 and NPY-Y1 PAM-ag 0.
Screening Cc1cc(C)nc(SCC(=O)Nc2ccccc2[N+](=O)[O-])n1 returned CHOP inh 6, NPY-Y1 antag 3, NPY-Y2 PAM-ag -16, EP2 modulator 5, TRPML3 ag -0.1, TRPN1 ag -1.8, S1P4 antagonist -9, S1P4 ag 1.8 and NPY-Y1 PAM-ag -3.
Screening COc1cccc(CNC(=O)CCC2CCCN(C(=O)C3CCOCC3)C2)c1 (stereo not given) returned CHOP inh 4, NPY-Y1 antag 4, NPY-Y2 PAM-ag 10, EP2 modulator 9, TRPML3 ag 0.6, TRPN1 ag -0.3, S1P4 antagonist -18, S1P4 ag -0.6 and NPY-Y1 PAM-ag 15.
For COc1ccc2nc3sc(C(=O)NCc4cccs4)c(N)c3cc2c1 the results were CHOP inh 102*, NPY-Y1 antag 8, NPY-Y2 PAM-ag -16, EP2 modulator -7, TRPML3 ag 0.9, TRPN1 ag -0.8, S1P4 antagonist -1, S1P4 ag 0.1 and NPY-Y1 PAM-ag -18.
For CN(C)S(=O)(=O)c1cccc(NC(=S)N/N=C/c2cc(Br)ccc2O)c1 the results were CHOP inh 72*, NPY-Y2 PAM-ag 3, EP2 modulator -42, TRPML3 ag 0.0, TRPN1 ag 5.5, S1P4 antagonist 9, S1P4 ag 1.1 and NPY-Y1 PAM-ag 25.
Screening Cc1cccc(Nc2nc(N)c([N+](=O)[O-])c(NCCO)n2)c1 returned CHOP inh 10, NPY-Y2 PAM-ag 10, EP2 modulator 4, TRPML3 ag -0.8, TRPN1 ag -2.1, S1P4 antagonist 13, S1P4 ag -0.2 and NPY-Y1 PAM-ag 6.
For CC(C)(C)NC(=O)C(c1ccc(O)cc1)N(C(=O)CCC(=O)Nc1nccs1)c1ccc(F)cc1 (stereo not given) the results were CHOP inh -1, NPY-Y1 antag 0, NPY-Y2 PAM-ag 10, EP2 modulator -13, TRPML3 ag 1.7, TRPN1 ag 0.0, S1P4 antagonist -14, S1P4 ag -0.2 and NPY-Y1 PAM-ag 8.
O=C(CN(Cc1ccco1)C(=O)c1ccccc1)Nc1ccc(Cl)c(Cl)c1 was read as CHOP inh 31, NPY-Y1 antag 2, NPY-Y2 PAM-ag -6, EP2 modulator -18, TRPML3 ag -0.9, TRPN1 ag 0.3, S1P4 antagonist 9, S1P4 ag -2.5 and NPY-Y1 PAM-ag -16.
For O=C(CNC(=O)c1ccco1)N/N=C/c1ccccc1[N+](=O)[O-] the results were CHOP inh -5, NPY-Y1 antag -3, NPY-Y2 PAM-ag 5, EP2 modulator 9, TRPML3 ag 1.3, TRPN1 ag 1.1, S1P4 antagonist 10, S1P4 ag -1.0 and NPY-Y1 PAM-ag -3.
Screening COC(=O)c1ccccc1N(C)S(C)(=O)=O returned CHOP inh 33, NPY-Y1 antag 0, NPY-Y2 PAM-ag -10, EP2 modulator 24, TRPML3 ag -0.2, TRPN1 ag -0.5, S1P4 antagonist 2, S1P4 ag 0.0 and NPY-Y1 PAM-ag -5.

Overlap with the part before: 2 compounds, followed by the next part.
For O=C(CNC(=O)c1ccco1)N/N=C/c1ccccc1[N+](=O)[O-] the results were CHOP inh -5, NPY-Y1 antag -3, NPY-Y2 PAM-ag 5, EP2 modulator 9, TRPML3 ag 1.3, TRPN1 ag 1.1, S1P4 antagonist 10, S1P4 ag -1.0 and NPY-Y1 PAM-ag -3.
Screening COC(=O)c1ccccc1N(C)S(C)(=O)=O returned CHOP inh 33, NPY-Y1 antag 0, NPY-Y2 PAM-ag -10, EP2 modulator 24, TRPML3 ag -0.2, TRPN1 ag -0.5, S1P4 antagonist 2, S1P4 ag 0.0 and NPY-Y1 PAM-ag -5.
For c1coc(CNc2ncnc3[nH]ncc23)c1 the results were CHOP inh 8, NPY-Y2 PAM-ag -8, EP2 modulator -4, TRPML3 ag -0.3, TRPN1 ag 0.6, S1P4 antagonist -1, S1P4 ag 2.1 and NPY-Y1 PAM-ag 4.
For c1ccc(-c2nc(NCc3ccco3)c3ccccc3n2)nc1 the results were CHOP inh 66, NPY-Y1 antag 1, NPY-Y2 PAM-ag -1, EP2 modulator 3, TRPML3 ag 0.9, TRPN1 ag 0.6, S1P4 antagonist 4, S1P4 ag 0.7 and NPY-Y1 PAM-ag 5.
`COc1ccc(NS(=O)(=O)c2ccc(N3CCCC3=O)cc2)cn1` gave CHOP inh 3, NPY-Y1 antag -5, NPY-Y2 PAM-ag 16, EP2 modulator -48, TRPML3 ag 2.1, TRPN1 ag 5.2, S1P4 antagonist -38, S1P4 ag 0.8 and NPY-Y1 PAM-ag 7.
Screening O=C(CNC(=S)N(Cc1ccccc1F)C1CCCCC1)NCC1CCCO1 (stereo not given) returned CHOP inh 7, NPY-Y1 antag 0, NPY-Y2 PAM-ag -3, EP2 modulator -5, TRPML3 ag 0.3, TRPN1 ag -2.9, S1P4 antagonist 1, S1P4 ag 0.1 and NPY-Y1 PAM-ag 10.
Screening Cc1cc(NCc2ccccn2)n2nc(C)c(-c3ccccc3)c2n1 returned CHOP inh 26, NPY-Y2 PAM-ag -15, EP2 modulator -36, TRPML3 ag -0.3, TRPN1 ag -0.2, S1P4 antagonist -19, S1P4 ag -1.0 and NPY-Y1 PAM-ag 3.
For CCOC(=O)C1(Cc2ccc(OC)cc2)CCN(C(=O)c2cncs2)CC1 the results were CHOP inh -11, NPY-Y1 antag -7, NPY-Y2 PAM-ag -8, EP2 modulator -5, TRPML3 ag 1.0, TRPN1 ag 1.3, S1P4 antagonist -21, S1P4 ag 0.5 and NPY-Y1 PAM-ag 9.
Cc1cccc(C)c1NC(=O)COC(=O)Cc1ccsc1 was read as CHOP inh 2, NPY-Y1 antag 4, NPY-Y2 PAM-ag 5, EP2 modulator 32, TRPML3 ag 0.6, TRPN1 ag -0.3, S1P4 antagonist -9, S1P4 ag 1.7 and NPY-Y1 PAM-ag 10.
Screening NS(=O)(=O)c1ccc(Nc2ccc([N+](=O)[O-])c3nonc23)cc1 returned CHOP inh 0, NPY-Y2 PAM-ag 4, EP2 modulator 7, TRPML3 ag 1.6, TRPN1 ag 3.4, S1P4 antagonist -6, S1P4 ag 0.9 and NPY-Y1 PAM-ag 18.
For CCOC(=O)N1CCN(S(=O)(=O)c2ccc(C)c(C)c2)CC1 the results were CHOP inh 31, NPY-Y1 antag -3, NPY-Y2 PAM-ag 1, EP2 modulator 14, TRPML3 ag 0.0, TRPN1 ag -0.1, S1P4 antagonist 1, S1P4 ag 0.3 and NPY-Y1 PAM-ag 19.
Screening NCCCCCc1nnc(SCc2ccc(Cl)cc2Cl)o1 returned CHOP inh 21, NPY-Y1 antag 19, NPY-Y2 PAM-ag -13, EP2 modulator -32, TRPML3 ag 1.0, TRPN1 ag -1.0, S1P4 antagonist -8, S1P4 ag -1.4 and NPY-Y1 PAM-ag -6.
`COC(=O)C(Cc1cnc(Cl)s1)(C(=O)OC)c1ccc([N+](=O)[O-])cc1` gave CHOP inh 18, NPY-Y1 antag 16, NPY-Y2 PAM-ag 3, EP2 modulator 35, TRPML3 ag 0.1, TRPN1 ag 0.0, S1P4 antagonist 16, S1P4 ag -2.9 and NPY-Y1 PAM-ag -4.
Cc1n[nH]c(C)c1S(=O)(=O)Nc1ccc2c(c1)OCCO2 was read as CHOP inh -7, NPY-Y1 antag -8, NPY-Y2 PAM-ag -12, EP2 modulator 3, TRPML3 ag 0.0, TRPN1 ag -0.9, S1P4 antagonist 7, S1P4 ag -1.7 and NPY-Y1 PAM-ag -15.
`CCOC(=O)CSC1=C(C#N)C(c2ccc(Cl)cc2)C(C(=O)OC)C(=O)N1` (stereo not given) gave CHOP inh 48, NPY-Y1 antag 2, NPY-Y2 PAM-ag 8, EP2 modulator 17, TRPML3 ag -1.1, TRPN1 ag -2.7, S1P4 antagonist 1, S1P4 ag -0.7 and NPY-Y1 PAM-ag -3.
COc1cc(C(=O)NCc2nnc(SCC(=O)Nc3cc(C)on3)o2)cc(OC)c1OC was read as CHOP inh 4, NPY-Y1 antag -5, NPY-Y2 PAM-ag 8, EP2 modulator 0, TRPML3 ag 0.7, TRPN1 ag 1.2, S1P4 antagonist -6, S1P4 ag 0.4 and NPY-Y1 PAM-ag 13.
Screening CN(C)/C(Cn1cncn1)=C1/N=C(c2ccccc2)OC1=O returned CHOP inh 19, NPY-Y1 antag 7, NPY-Y2 PAM-ag 2, EP2 modulator 10, TRPML3 ag 0.2, TRPN1 ag 0.8, S1P4 antagonist -19, S1P4 ag 3.2 and NPY-Y1 PAM-ag 14.
`O=C1CN(C(=O)CN2C(=O)NC3(CCCCC3)C2=O)c2ccccc2N1` gave CHOP inh 9, NPY-Y1 antag 1, NPY-Y2 PAM-ag -11, EP2 modulator 22, TRPML3 ag 0.8, TRPN1 ag 1.5, S1P4 antagonist 4, S1P4 ag 0.9 and NPY-Y1 PAM-ag -19.
Screening O=C(CSc1nnc(-c2ccco2)n1-c1ccccc1)N1CCc2ccccc21 returned NPY-Y1 antag 0, NPY-Y2 PAM-ag -4, TRPML3 ag -0.5, TRPN1 ag 0.8, S1P4 antagonist -7, S1P4 ag -0.6 and NPY-Y1 PAM-ag -8.
`O=C(Cc1ccc([N+](=O)[O-])cc1)N1N=C(C2CC2)CC1(O)C(F)(F)F` (stereo not given) gave CHOP inh -3, NPY-Y1 antag -5, NPY-Y2 PAM-ag 10, EP2 modulator -9, TRPML3 ag 1.8, TRPN1 ag 2.8, S1P4 antagonist 0, S1P4 ag 0.5 and NPY-Y1 PAM-ag 10.
`C=C(C)C(C)(C#CCN1CCCC1)OC(C)=O` (stereo not given) gave CHOP inh 13, NPY-Y1 antag 0, NPY-Y2 PAM-ag 0, EP2 modulator 15, TRPML3 ag 0.2, TRPN1 ag 3.6, S1P4 antagonist -29, S1P4 ag 0.6 and NPY-Y1 PAM-ag -8.
C[C@@H]1CN=C2N(CCNC(=O)CCC3CCCCC3)[C@H](Cc3ccc(O)cc3)CN21 was read as CHOP inh 5, NPY-Y1 antag -1, NPY-Y2 PAM-ag -7, EP2 modulator -37, TRPML3 ag 0.1, TRPN1 ag 0.0, S1P4 antagonist -19, S1P4 ag 0.9 and NPY-Y1 PAM-ag 4.
COc1ccc(OC2OC3COC(c4ccco4)OC3C(O)C2NC(C)=O)cc1 (stereo not given) was read as CHOP inh 0, NPY-Y1 antag 3, NPY-Y2 PAM-ag 8, EP2 modulator -4&-5, TRPML3 ag 0.5, TRPN1 ag 3.1, S1P4 antagonist -8, S1P4 ag 0.9 and NPY-Y1 PAM-ag 2.
`Cc1cc(NC(=O)CSc2nnc(Nc3ccccc3C)s2)no1` gave CHOP inh 8, NPY-Y2 PAM-ag -19, EP2 modulator 4, TRPML3 ag 0.8, TRPN1 ag -0.3, S1P4 antagonist 0, S1P4 ag 0.6 and NPY-Y1 PAM-ag 10.

Assay outcomes from PubChem.

This is a random part of the collection (roughly 6.5% active in at least one column).
